HCMV antiviral – human cytomegalovirus inhibition | HFF cells, HCMV-luciferase reporter, 72 h; stronger effect = lower value | activity change, negative = inhibition, % at 57.5 µM | AID 1259415 | 4.5% of 410,000 active; in the data active = activity change below about -60%; inconclusive = no clear call, values can overlap the other calls; inactive = above about -39%
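After 16 h attachment at 37C, HFF cells received test compound and HCMV-luciferase (1 PFU/cell); reporter luminescence read 72 h later, data normalized against buffer-only and known inhibitor Salinomycin.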
AmpC no deterg – blocks E. coli AmpC beta-lactamase in detergent-free assay. P00811. AmpC nitrocefin hydrolysis, absorbance 480 nm, 0.0001% Triton. Potency, µM (titrated, usually from 57.1 µM), for the others: at the top dose activity change, negative = inhibition, actives largely listed as inhibitors. 0.52% of 330,000 active. AID 485341;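 note: potency is the fitted concentration of half-maximal effect; plate controls were no compound for no effect and no enzyme for full effect; nearly all actives have a fitted effect of over 20% in size; some results filed as inactive show a strong effect at the top dose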
Target sequence (P00811 whole entry, looked up): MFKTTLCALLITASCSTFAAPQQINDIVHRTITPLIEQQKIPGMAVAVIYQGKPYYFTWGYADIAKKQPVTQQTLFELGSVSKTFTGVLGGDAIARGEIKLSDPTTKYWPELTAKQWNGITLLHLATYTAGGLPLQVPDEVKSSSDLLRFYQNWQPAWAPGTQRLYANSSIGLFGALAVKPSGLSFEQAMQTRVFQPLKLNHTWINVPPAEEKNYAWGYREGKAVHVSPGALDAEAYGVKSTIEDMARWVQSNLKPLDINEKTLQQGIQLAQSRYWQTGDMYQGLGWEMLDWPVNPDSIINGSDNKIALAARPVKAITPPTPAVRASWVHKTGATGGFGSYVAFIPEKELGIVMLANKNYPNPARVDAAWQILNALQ
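20 mM phosphate pH 7.0 + 0.01% (detergent screen) or 0.0001% Triton X-100; 5.3 nM AmpC reagent; cpd preinc 15 min RT; nitrocefin (800 uM stock) to start; A480 q20 s × 4 min; Activity was normalised to no-enzyme and no-compound control wells.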
AmpC detergent – inhibitors of E. coli AmpC beta-lactamase with detergent; P00811; AmpC hydrolysis of nitrocefin, absorbance 480 nm, 0.01% Triton; Potency, µM (doses to about 114 µM), for inactives: at the highest dose activity change, negative = inhibition, most hits filed as inhibitors; 0.041% of 370,000 active;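 note: potency is the fitted concentration of half-maximal effect; 0% = no-compound wells and -100% = no-enzyme wells; nearly all actives have a fitted effect of over 25% in size; some results filed as inactive show a strong effect at the top dose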
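AmpC (5.3 nM in the dispensed reagent) in 20 mM phosphate pH 7.0 with 0.01% (detergent screen) or 0.0001% Triton X-100 was preincubated with compounds for 15 min at room temperature. Nitrocefin was then added from an 800 uM solution, and hydrolysis was followed at 480 nm.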
Giardia FBPA inh – inhibitors of Giardia lamblia fructose-1,6-bisphosphate aldolase | 0.71% of 290,000 active | A8B2U2 | AID 2451 | Potency, µM (series often up to 59.6 µM), inactives show at the top dose activity, negative = inhibition, hits mostly inhibitors | purified Giardia FBPA; note: potency is the fitted concentration of half-maximal effect; nearly all actives have a fitted effect of over 55% in size
Target sequence (A8B2U2 whole entry, looked up): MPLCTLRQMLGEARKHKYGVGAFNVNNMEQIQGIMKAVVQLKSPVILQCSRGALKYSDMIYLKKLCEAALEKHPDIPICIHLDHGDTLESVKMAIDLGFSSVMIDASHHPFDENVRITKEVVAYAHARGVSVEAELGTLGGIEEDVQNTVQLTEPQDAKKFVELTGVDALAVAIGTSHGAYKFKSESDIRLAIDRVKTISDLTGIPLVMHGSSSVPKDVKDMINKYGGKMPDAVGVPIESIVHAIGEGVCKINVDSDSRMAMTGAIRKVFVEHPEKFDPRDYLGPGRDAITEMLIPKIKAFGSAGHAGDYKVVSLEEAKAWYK
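Giardia FBPA (40 nM reagent) was preincubated 10 min at RT with compound (up to 57.5 uM final), then substrate plus GAPDH/TPI/NAD/arsenate coupling system with diaphorase/resazurin was added; resorufin fluorescence (525/598 nm) was read after 20 min.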
Sm TGR block – S. mansoni TGR enzyme inhibition | Q962Y6 | purified TGR, DTNB reduction, TNB absorbance 405 nm | Potency, µM (doses to about 114 µM), without a hit: at the highest dose activity change, negative = inhibition, actives largely listed as inhibitors | 3% of 360,000 active | AID 485364; note: potency is the fitted concentration of half-maximal effect; nearly all actives have a fitted effect of over 60% in size
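Kinetic colorimetric format: TGR-catalysed, NADPH-driven DTNB reduction monitored via TNB absorbance. Enzyme dispensed at 20 nM; compound exposure 15 min at room temperature before reaction start.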
HCV inh – blocks hepatitis C virus | Potency, µM (top dose mostly 41.8 µM), without a hit: at the top dose activity change, negative = inhibition, hits mostly inhibitors | Huh7.5.1 HCVcc-Cre infection, luciferase reporter, 44 h | 3.4% of 340,000 active | AID 651820; note: potency is the fitted concentration of half-maximal effect
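HCVcc-Cre virus at an moi near 0.5 was added right after compound to cells cultured 4 h from seeding (1,000 cells/well). Luciferase activity was determined 44 h later, 15 min after substrate addition at RT.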
* hit, by the source's call; ? = inconclusive; . = not tested or not shown; & = joins results of further samples; [ ] = another dose, or the depositor's remark. Unless noted, calls come from the whole dose curve; as a rule, active = well fitted curve in the direction sought with a large enough effect; inconclusive = small, poorly fitted or top-dose-only effect, or another doubt; inactive = no such curve, though single readings can be large; an effect the other way counts as inactive or inconclusive. Unless noted, % is set by controls: 0 for no effect and ±100 for the full control effect.

SMILES	HCMV antiviral	AmpC no deterg	AmpC detergent	Giardia FBPA inh	Sm TGR block	HCV inh
COc1cccc(C(C(=O)Nc2ccc(F)cc2)N(C(=O)Cn2nnc3ccccc32)C2CC2)c1 (configuration not stated)	-28	-11%	-6%	0%	12%	-1%
CN(Cc1ccccc1)C(=O)CSc1nc2ccccc2n1Cc1ccccc1F	-21	.	-1%	.	1%	.
CN1C(=O)c2ccccc2Sc2ccc(NC(=O)Cc3c(F)cccc3Cl)cc21	-82*	.	0%	.	-5%	.
CCN(CC(=O)NCc1cccs1)S(=O)(=O)c1ccc(C(C)C)cc1	2	-8%	-1%	7%	6%	-25%
O=C(COc1ccc(Cl)cc1Cl)NCCSc1ccc(Cl)cc1	54	-7%	2%	-2%	5%	-2%
COc1cccc(C(=O)Nc2ccc(-c3nc4ccccc4s3)cc2Cl)c1	-12	.	-4%	.	2%	.
COCCOC(=O)C1=C(C)N=C2SCCC(=O)N2C1c1ccc(OCc2ccccc2)c(OC)c1 (configuration not stated)	-7	.	-13%	.	-7%	.
O=C(Oc1cccnc1)c1ccc([N+](=O)[O-])cc1Cl	-13	-16%	2%	1%	?	-2%
CCCCCCNc1nc2c(c(=O)n(C)c(=O)n2C)n1Cc1cccc(C)c1	-13	.	-3%	.	9%	.
Nc1nc(Nc2cccc(Cl)c2)nc(NCCO)c1[N+](=O)[O-]	-32	125%[activator]	0%	-6%	8%	-34%
Cc1noc(C)c1CSc1nnc2scc(-c3ccc(Cl)cc3)n12	6	.	-5%	4%	5%	-18%
COc1ccc2c(c1OC)C(=O)N1c3ccccc3SC21 (configuration not stated)	100	3%	?	20%	-2%	20%
COc1ccc(F)cc1S(=O)(=O)NCCc1c(C)[nH]c2c(Cl)cccc12	15	.	-2%	.	-4%	.
CCC(C)(C)NC(=O)C(c1ccc(C)cc1)N(Cc1cccs1)C(=O)c1ccc2c(c1)OCCO2 (configuration not stated)	-21	22%	-13%	-5%	-1%	-19%
COC(=O)C1=CN(c2ccc(OC)cc2)C=C(C(=O)OC)C1c1cccc(F)c1	-8	1%	?	1%	?	?
COc1ccc2nc(-c3ccccc3)cc(C(=O)N3CCC3)c2c1	?	42%	-1%	.	-27%	?
Cc1cc2ccccc2n1CCNC(=O)c1ccc(F)cc1	0	.	25%	.	4%	.
COc1cc(C)c(/C=C(\C#N)C(=O)Nc2cccc(C)c2)cc1C(C)C	-18	-22%	?	1%	-9%	?
CCOc1ccc(-c2nn(-c3ccccc3)cc2/C=C2\SC(=S)N(Cc3ccco3)C2=O)cc1	-34	-26%	-16%	6%	-11%	2%
C/C(=N\NC(N)=S)c1ccc(Cl)s1	-67*	-21%	?	0%	6%	-10%
COc1ccc(C(C)=O)cc1Cc1c(O)[nH]c(=S)[nH]c1=O	-24	-14%	?	?	1%	-6%
CCCN(CC(=O)Nc1ccc(F)c(F)c1F)C(=O)CCc1nc2ccccc2c(=O)[nH]1	-17	-12%	?	.	0%	0%
C=CCSc1n[nH]c(-c2ccc(OCCCC)cc2)n1	17	-19%	-2%	?	7%	?
Cn1c(Cn2c(=O)sc3ccccc32)nnc1SCC(=O)Nc1ccccc1	0	-8%	-7%	-3%	-6%	14%
O=C(O)C1(c2ccccc2)CCN(S(=O)(=O)c2ccc(Br)cc2)CC1	?	-17%	?	15%	89µM*	1%

Whole records from above. Values in the order: HCMV antiviral | AmpC no deterg | AmpC detergent | Giardia FBPA inh | Sm TGR block | HCV inh
CN1C(=O)c2ccccc2Sc2ccc(NC(=O)Cc3c(F)cccc3Cl)cc21 is listed with -82* | . | 0% | . | -5% | .
COCCOC(=O)C1=C(C)N=C2SCCC(=O)N2C1c1ccc(OCc2ccccc2)c(OC)c1 (configuration not stated) is listed with -7 | . | -13% | . | -7% | .

Remaining list, next part
SMILES	HCMV antiviral	AmpC no deterg	AmpC detergent	Giardia FBPA inh	Sm TGR block	HCV inh
COCC(=O)N1CCC(Oc2ccc(C(=O)NCc3cc(C)no3)cc2)CC1	33	1%	-1%	6%	-4%	10%
CCOc1ccc(C(=O)C(CCC(CN(C)C)C(=O)c2ccc(OCC)cc2)CN(C)C)cc1 (configuration not stated)	-99*	185%[activator]	0%	-11%	16µM*	3.2µM*
COC(=O)c1sccc1S(=O)(=O)N(CC(=O)NCc1ccc(C)cc1)c1ccccc1	3	.	0%	.	9%	.
CCCC[C@@H]1C=C(C(=O)O)[C@H](c2ccc(C#N)cc2)N1S(=O)(=O)c1ccc(C)cc1	14	-9%	.	.	.	7%
COc1cc(S(=O)(=O)N2CCOCC2)ccc1NC(=O)COC(=O)/C=C/c1cc(OC)c(OC)c(OC)c1	1	239%[activator]	.	.	.	-10%
Cc1ccccc1-c1nc(CNC(=O)NC2CCCCC2)c(C)o1	5	.	-4%	.	-5%	.
Cc1nn(-c2ccccc2)c(C)c1C(=O)NCCc1ccccc1	48	-1%	?	-2%	3%	-13%
NC(=O)CC[C@H](NC(=O)c1ccc(F)cc1)C(=O)OCC(=O)NCc1ccc2c(c1)OCO2	10	-12%	.	.	.	19%
COc1ccc(OC)c(NC(=O)C2COc3ccccc3O2)c1 (configuration not stated)	28	-14%	-3%	1%	0%	?
COc1cc(/C=C(\C#N)c2ccccn2)ccc1OCC(=O)Nc1cccc(C(F)(F)F)c1	15	-12%	-6%	-11%	-1%	15%
O=C(O)CCN1c2cccc3cccc(c23)S1(=O)=O	-31	-14%	?	1%	3%	4%
Cc1ccc(-c2nn(CC(=O)NC3CCCCC3)c3c2cnc2ccc(F)cc23)cc1C	30	.	-5%	.	1%	.
O=C(CN(Cc1ccc(Cl)cc1)S(=O)(=O)c1ccccc1)NCC1CCCO1 (configuration not stated)	?	66%[activator]	?	0%	1%	-15%
CS(=O)(=O)N(CC(=O)NCc1ccc2c(c1)OCO2)c1cccc(Cl)c1	3	-6%	3%	5%	5%	0%
N#C/C(=C\c1cn(CC(=O)N2CCCC2)c2ccccc12)C(=O)NCc1ccc2c(c1)OCO2	-5	-2%	1%	16%	10%	-9%
CCNS(=O)(=O)c1ccc(CCC(=O)N2CCN(c3ccc(OC)cc3)CC2)cc1	-33	16%	2%	2%	-2%	-29%
CCC(Sc1nc2cc(OC)c(OC)cc2c2nc(-c3ccccc3)nn12)C(=O)Nc1cccc(C)c1 (configuration not stated)	-2	.	3%	.	-3%	.
Cc1ccc(OCc2nnc(SCC(=O)c3ccccc3)n2-c2ccccc2)cc1	-25	-28%	-2%	-1%	-6%	?
CCCCCC(N)=O	-24	-6%	0%	.	6%	5%
COc1cc(NC(=O)c2c(F)cccc2F)nc(OC)n1	86	-4%	-13%	.	2%	-19%
COc1cc(C(N)=O)cc(Br)c1OC	-38	-22%	-14%	-2%	2%	-16%
O=C(NCc1ccc2c(c1)OCO2)C1CC(c2cccc(Br)c2)=NO1 (configuration not stated)	-7	64%[activator]	-5%	1%	8%	34%[activator]
CC(=O)NCc1ccc(S(=O)(=O)N2CCN(S(=O)(=O)c3ccc4ccccc4c3)CC2)cc1	-29	-8%	-16%	.	4%	-12%
Oc1cc(NCc2ccccc2)cc2cccnc12	.	-52%	?	.	-18%	.
N=c1sccn1CC(=O)Nc1ccc(S(=O)(=O)N2CCOCC2)cc1	-63*	-18%	?	-1%	8%	7%

An excerpt of these results, with values under each structure.
Second line of a record: HCMV antiviral, AmpC no deterg, AmpC detergent, Giardia FBPA inh, Sm TGR block, HCV inh
Cc1noc(C)c1CSc1nnc2scc(-c3ccc(Cl)cc3)n12
    6, ., -5%, 4%, 5%, -18%
COc1ccc2c(c1OC)C(=O)N1c3ccccc3SC21 (configuration not stated)
    100, 3%, ?, 20%, -2%, 20%
COc1ccc(F)cc1S(=O)(=O)NCCc1c(C)[nH]c2c(Cl)cccc12
    15, ., -2%, ., -4%, .
CCC(C)(C)NC(=O)C(c1ccc(C)cc1)N(Cc1cccs1)C(=O)c1ccc2c(c1)OCCO2 (configuration not stated)
    -21, 22%, -13%, -5%, -1%, -19%
COC(=O)C1=CN(c2ccc(OC)cc2)C=C(C(=O)OC)C1c1cccc(F)c1
    -8, 1%, ?, 1%, ?, ?
COc1ccc2nc(-c3ccccc3)cc(C(=O)N3CCC3)c2c1
    ?, 42%, -1%, ., -27%, ?
Cc1cc2ccccc2n1CCNC(=O)c1ccc(F)cc1
    0, ., 25%, ., 4%, .
COc1cc(C)c(/C=C(\C#N)C(=O)Nc2cccc(C)c2)cc1C(C)C
    -18, -22%, ?, 1%, -9%, ?
CCOc1ccc(-c2nn(-c3ccccc3)cc2/C=C2\SC(=S)N(Cc3ccco3)C2=O)cc1
    -34, -26%, -16%, 6%, -11%, 2%
C/C(=N\NC(N)=S)c1ccc(Cl)s1
    -67*, -21%, ?, 0%, 6%, -10%
COc1ccc(C(C)=O)cc1Cc1c(O)[nH]c(=S)[nH]c1=O
    -24, -14%, ?, ?, 1%, -6%
CCCN(CC(=O)Nc1ccc(F)c(F)c1F)C(=O)CCc1nc2ccccc2c(=O)[nH]1
    -17, -12%, ?, ., 0%, 0%

The list goes on.
SMILES	HCMV antiviral	AmpC no deterg	AmpC detergent	Giardia FBPA inh	Sm TGR block	HCV inh
CC1=CC(C)(C)Nc2ccc(OC(=O)c3cccnc3)cc21	-92*	10%	?	-13%	-14%	?
C#CCOCCOCCOCCNc1nc(N2CCOCC2)nc(N2CCN(C(=O)CCCCCCCCCCNC(=O)Cn3cc(CCCCCN)nn3)CC2)n1	-21	189%[activator]	?	.	?	19%
CC(=O)Nc1ccc(N(C(=O)c2ccco2)C(C(=O)NC2CCCC2)c2cccs2)cc1 (configuration not stated)	-35	17%	9%	5%	-4%	10%
CN(CC(=O)Nc1ccc(F)c(F)c1F)C(=O)C1CCC1	-13	-8%	-20%	.	4%	?
COc1ccc(CCNC(=O)CN(C)S(=O)(=O)c2cccc3nsnc23)cc1OC	22	2%	2%	2%	-23%	0%
O=c1cc(CN2CCN(C/C=C/c3ccccc3)CC2)c2cc(O)c(-c3ccccc3)cc2o1	-5	-47%	-7%	-8%	-4%	?
COc1ccc(NC(=O)c2ccc(NC(=O)CSc3nccc(=O)[nH]3)cc2)cc1	-1	-33%	5%	-3%	-21%	-5%
COc1cc(NC(=O)CN(c2cc(C)cc(C)c2)S(=O)(=O)c2c(C)noc2C)cc(OC)c1	-18	-22%	?	1%	-3%	1%&-12%
c1ccc(CNc2nc3ccccc3n2CCN2CCOCC2)nc1	10	-28%	-4%	?	-5%	-10%
CC(=O)Nc1ccc(OC(=O)c2cc3cc(Br)ccc3oc2=O)cc1	-1	-24%	2%	0%	-1%	11%
Cc1ccc2nc(SCC(=O)Nc3cccc(S(=O)(=O)N(C)C)c3)[nH]c2c1	5	-53%	-10%	-4%	-2%	?
Cc1ccccc1Nc1nc(CSc2nnnn2-c2ccccc2)cs1	-10	-42%	-2%	-18%	-20%	-4%

Assay outcomes: PubChem BioAssay, National Center for Advancing Translational Sciences (NCATS)

Compounds as they come; overall some 9.9% were active at least once.
